Menin-MLL TR inh: qHTS Assay for Inhibitors Targeting the Menin-MLL Interaction in MLL Related Leukemias: Competition With Texas Red Labeled MLL-derived Mutant Peptide; O00255; Menin + Texas Red MLL mutant peptide, fluorescence polarization; Potency, µM (series often up to 61.6 µM), inactives show at the highest dose FP activity change, negative = inhibition, actives largely listed as inhibitors; hit rate 0.23% among 270,000; active = well fitted inhibition curve with a large enough effect in the polarisation, with a control signal flat, not every such curve was filed as active; inconclusive = small, poorly fitted or top-dose-only effect, or effect the other way, or a change in a side signal; inactive = no such curve, though single readings can be large or run the other way; the % refers to the polarisation; also: potency is read from the fitted curve at half-maximal effect; % of control where 0% means no effect; many of its hits are not listed in these tables
Target sequence (O00255 whole entry, looked up): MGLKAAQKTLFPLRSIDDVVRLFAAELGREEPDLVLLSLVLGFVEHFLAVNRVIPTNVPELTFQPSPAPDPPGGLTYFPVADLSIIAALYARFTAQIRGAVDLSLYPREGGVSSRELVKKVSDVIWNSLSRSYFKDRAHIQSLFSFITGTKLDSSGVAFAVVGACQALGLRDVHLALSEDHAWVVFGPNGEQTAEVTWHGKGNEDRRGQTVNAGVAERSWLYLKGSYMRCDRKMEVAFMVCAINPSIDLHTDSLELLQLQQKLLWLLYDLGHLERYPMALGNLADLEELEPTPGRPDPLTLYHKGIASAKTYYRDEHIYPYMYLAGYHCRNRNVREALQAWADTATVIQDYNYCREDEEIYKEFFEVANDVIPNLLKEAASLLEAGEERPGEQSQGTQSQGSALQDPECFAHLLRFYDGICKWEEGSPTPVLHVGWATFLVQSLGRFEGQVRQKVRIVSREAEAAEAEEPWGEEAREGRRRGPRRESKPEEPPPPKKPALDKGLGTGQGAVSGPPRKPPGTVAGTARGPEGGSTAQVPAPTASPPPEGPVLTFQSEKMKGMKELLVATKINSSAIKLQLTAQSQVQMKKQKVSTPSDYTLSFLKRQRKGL
MBNL1-CUG inh: qHTS Assay for Inhibitors of MBNL1-poly(CUG) RNA binding; AID 2675, 2010; Muscleblind-like protein 1 (Homo sapiens), Q9NR56; hit rate 0.036% among 280,000; TR-FRET MBNL1-His/biotin-(CUG)12 binding, 665/545 ratio; Potency, µM (titrated, usually from 57.5 µM), for inactives: at the top dose activity change, negative = inhibition, most hits filed as inhibitors; active = well fitted inhibition curve with a large enough effect in the signal ratio, with a control signal flat, not every such curve was filed as active; inconclusive = small, poorly fitted or top-dose-only effect, or effect the other way, or a change in a side signal; inactive = no such curve, though single readings can be large or run the other way; the % refers to the signal ratio; also: potency is read from the fitted curve at half-maximal effect; % is scaled to controls: 0 for no effect and ±100 for the full control effect
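TR-FRET readout: Ex 340 nm, 665/545 nm emission ratio, normalized to buffer-only (basal) and MBNL1-(CUG)12 controls. Complex of MBNL1-His with Biotin-(CUG)12, compounds 92 nM–58 uM, incubated 60 min at room temperature.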
TSHR antag: Antagonists of the Thyroid Stimulating Hormone Receptor: HTS campaign; Thyrotropin receptor (Homo sapiens), P16473; TSHR-expressing cells, TSH-stimulated cAMP HTRF, 2 h; active compounds read low; activity change, negative = inhibition, % at 11.5 µM; hit rate 0.2% among 330,000;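 active = activity change below a set negative limit, meaning inhibition stronger than a set level, cut at about -70% in these data; inconclusive = activity change between two set negative limits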; also: % is scaled to controls: 0 for no effect and ±100 for the full control effect
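Freshly harvested TSHR cells receive pin-tooled compound, then EC80 TSH at 4nM final. After 2 hours at 37 deg C, antibody in lysis buffer and cAMP-d2 are added; 30 minutes at ambient temperature precede the HTRF read.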
TCR act: Activators of T cell receptors: qHTS campaign. primary human leukocytes, anti-CD3, IL-2 HTRF, 48 h. Potency, µM (doses to about 9.22 µM), without a hit: top-dose activation of IL-2 secretion, actives largely listed as activators. 330,000 tested, under 10 active. AID 504894, 2011; also: % of control where 0% means no effect
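IL-2 release read by HTRF sandwich (Eu cryptate donor, d2 acceptor, 665 nm emission) after 48 hr exposure of primary human leukocytes to compound together with anti-CD3 beads in the absence of co-stimulatory signals.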
PTAP TSG101 blk: qHTS Assay for Iinhibitors of HIV-1 Budding by Blocking the Interaction of PTAP/TSG101 | Tumor susceptibility gene 101 protein (Homo sapiens), Q99816 | Potency, µM (series often up to 115 µM), without a hit: top-dose activity change, negative = inhibition, actives largely listed as inhibitors | Fluorescence polarization, FITC-PTAP peptide / Tsg101 binding | 340,000 tested, under 10 active; active = well fitted inhibition curve with a large enough effect in the main read-out, with a control signal flat, not every such curve was filed as active; inconclusive = small, poorly fitted or top-dose-only effect, or effect the other way, or a change in a side signal; inactive = no such curve, though single readings can be large or run the other way; also: potency is read from the fitted curve at half-maximal effect; % of control where 0% means no effect
Target sequence (Q99816 whole entry, looked up): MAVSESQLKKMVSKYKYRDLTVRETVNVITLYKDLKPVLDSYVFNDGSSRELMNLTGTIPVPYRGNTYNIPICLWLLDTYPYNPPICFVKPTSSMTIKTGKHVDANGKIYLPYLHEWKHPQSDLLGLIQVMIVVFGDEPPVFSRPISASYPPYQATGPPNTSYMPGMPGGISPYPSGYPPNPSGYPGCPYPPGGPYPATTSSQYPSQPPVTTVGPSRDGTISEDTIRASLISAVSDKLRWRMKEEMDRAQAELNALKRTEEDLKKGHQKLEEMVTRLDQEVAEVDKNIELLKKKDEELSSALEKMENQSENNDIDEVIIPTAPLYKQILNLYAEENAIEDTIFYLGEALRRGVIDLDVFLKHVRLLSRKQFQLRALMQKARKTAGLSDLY
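Steps: Tsg101 binding domain dispensed (10 uM final), compounds pinned in DMSO, FITC-labeled PTAP-motif peptide added (50 nM final); after 20 min binding at room temperature, polarization measured.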
ASM inhibitor: Inhibitors of Secretory Acid Sphingomyelinase (S-ASM): qHTS | placental ASM, HMU-PC fluorogenic substrate, 60 min | hit rate 0.006% among 340,000 | AID 504937, 2011 | Sphingomyelin phosphodiesterase (Homo sapiens), P17405 | Potency, µM (series often up to 57.5 µM), for inactives: at the highest dose activity change, negative = inhibition, usual class: inhibitors; also: potency is read from the fitted curve at half-maximal effect
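HMU-PC0 cleavage (9 uM final) by human placental ASM, 60 min at 37 °C following 10 min compound exposure at RT; stopped at pH 10, fluorescence Ex 386/Em 447 nm.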
Mito fusion yeast: qHTS Assay for Small Molecule Inhibitors of Mitochondrial Division or Activators of Mitochondrial Fusion | AID 485298, 2010 | Potency, µM (highest dose often 46.1 µM), without a hit: at the top dose growth rescue (activation), actives largely listed as activators | hit rate 0.23% among 320,000 | S. cerevisiae fusion-defective mutant growth rescue, CellTiterGlo 48 h;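 also: potency is read from the fitted curve at half-maximal effect; % of control where 0% means no effect; nearly all actives have a fitted effect of over 45% in size; temperature-sensitive fusion mutants such as fzo1-1 at 37 °C on non-fermentable ethanol glycerol medium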
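Compounds are tested for their ability to restore growth of mitochondrial fusion-defective yeast strains at non-permissive 37C in YPEG medium over 48 hours. Viability is quantified by luciferase luminescence.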
a7 integrin act: qHTS for Activators of Integrin-Mediated Alleviation for Muscular Dystrophy | alpha7betagal myoblasts, beta-gal FDG fluorescence, 48 h | Potency, µM (doses to about 38.3 µM), without a hit: at the top dose activation, actives largely listed as activators | hit rate 0.064% among 350,000 | AID 624291, 2012;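 also: potency is read from the fitted curve at half-maximal effect; 100% = response of the positive control SU9516; nearly all actives have a fitted effect of over 60% in size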
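Alpha7betagal+/- myoblasts (passage 13) were plated 16-24 hr, then exposed to compounds (1:260 dilution of DMSO stock) for 48 hours at 37C. After MPER lysis, β-galactosidase reporter activity was read as FDG fluorescence (ex 480/em 540) after 30 minutes.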
A-T KAP1 phos: qHTS Assay for Identifying a Potential Treatment of Ataxia-Telangiectasia | […] A-T fibroblasts, KAP-1 phosphorylation AlphaLISA; neocarzinostatin DNA damage 30 min before lysis | Potency, µM (highest dose often 57.5 µM), without a hit: at the top dose activation, most hits filed as activators | hit rate 0.19% among 320,000 | AID 485349, 2010; also: potency is read from the fitted curve at half-maximal effect; % of control where 0% means no effect; nearly all actives have a fitted effect of over 45% in size
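hTERT-immortalized A-T patient fibroblasts ([…]), 500 cells/well in OPTI-MEM, 1% FBS, got compounds for 60 min, then NCS for 30 min at 37C. Lysates were then assayed for phospho-KAP-1 by AlphaLISA (anti-pKAP1 donor, anti-KAP1 acceptor beads), 6 hr at 25C.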
CXXC DNA block: qHTS Fluorescence Polarization Assay for Inhibitors of MLL CXXC domain - DNA interaction | Histone-lysine N-methyltransferase 2A (Homo sapiens), Q03164 | MLL-CXXC / FITC-HOXA9 DNA fluorescence polarization | Potency, µM (doses to about 115 µM), without a hit: at the top dose activity change, negative = inhibition, most hits filed as inhibitors | hit rate 0.037% among 290,000; active = well fitted inhibition curve with a large enough effect in the polarisation, with a control signal flat, not every such curve was filed as active; inconclusive = small, poorly fitted or top-dose-only effect, or effect the other way, or a change in a side signal; inactive = no such curve, though single readings can be large or run the other way; the % refers to the polarisation; also: potency is read from the fitted curve at half-maximal effect
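Fluorescence polarization: 7 uM MLL-CXXC (stock) preincubated 5 min with compounds, then 50 nM fluorescein-HOX-A9 DNA (stock) added; 30 min ambient. Buffer 50 mM Tris-HCl pH 7.5, 50 mM NaCl, 1 mM DTT, 0.05% BSA.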
The depositor's hits bear a star; ? = inconclusive; / = no result given; [ ] = another dose, or the depositor's remark. Unless noted, calls follow the shape of the dose curve; as a rule, active = well fitted curve in the direction sought with a large enough effect; inconclusive = small, poorly fitted or top-dose-only effect, or another doubt; inactive = no such curve, though single readings can be large; an effect the other way counts as inactive or inconclusive.

SMILES	Menin-MLL TR inh	MBNL1-CUG inh	TSHR antag	TCR act	PTAP TSG101 blk	ASM inhibitor	Mito fusion yeast	a7 integrin act	A-T KAP1 phos	CXXC DNA block
O=C1CN(S(=O)(=O)c2ccc(Cl)cc2)c2ccccc2N1	?	7.2%	-4.7	-0.1%	1.5%	0.3%	5.7%	-5.5%	-0.1%	-5.1%
CC(C)(C)c1ccc(C(=O)N2CCC(=O)N(C(COCc3ccccc3)Cc3ccccc3)CC2)cc1 (stereo not drawn)	?	-23.7%	6.7	-0.5%	-7.3%	-1.3%	?	-43.4%	16.2%	-0.9%
CC(C)n1cc(-c2ccc(Cl)cc2)cc(C#N)c1=O	4.4%	6.6%	-3.1	10.6%	-6.3%	8.7%	1.5%	22.8%	/	-3.2%
CCN(CC(=O)Nc1ccc2c(c1)OCCO2)C(=O)COc1cc(C)ccc1Cl	/	/	-2.2	/	-4.4%	-3.7%	-1.0%	-29.6%	-7.7%	/
COc1ccc(-c2oc3ccc(-c4ccc5c(c4)OCO5)cc3c2-c2ccc(OC)nc2)cc1	/	/	/	3.5%	-3.8%	18.5%	/	13.8%	/	/
C=CCn1c(SCC(=O)Nc2ccc(F)cc2)nc2cc(C(=O)O)ccc2c1=O	-1.2%	15.6%	-9.2	0.9%	-0.4%	-0.3%	6.2%	10.6%	3.4%	1.0%
COc1ccc(NC(=O)CC2CCCC2)cc1S(=O)(=O)N1CCCCC1	2.2%	/	-16.6	-2.3%[46.1 µM]	-6.7%	-5.9%	0.6%	19.1%	3.7%	-4.9%
O=C(NNS(=O)(=O)c1ccccc1Cl)c1nn(-c2ccc(F)cc2)ccc1=O	/	/	-12.0	10.0%	-2.0%	-2.2%	1.9%	-2.5%	-5.2%	-1.6%
O=S(=O)(Nc1cccc(-c2cn3cccnc3n2)c1)c1ccc(F)cc1	-3.2%	/	-6.0	2.0%[46.1 µM]	0.0%	-4.4%	-5.9%	-1.4%	-0.2%	13.8%
O=C(c1cccc2ccccc12)N1CCN=C1SCc1ccc([N+](=O)[O-])cc1	27.9%	3.8%	4.4	3.6%[46.1 µM]	-3.0%	-1.0%	2.7%	7.9%	-0.5%	2.0%
O=c1[nH]c2ccccc2c2oc(CCl)nc12	/	/	-4.4	0.1%	-5.2%	6.5%	3.1%	-71.0%[inhibitor]	2.2%	12.9%
Cc1ccc(S(=O)(=O)/N=C(/c2ccc(F)cc2)N2CCOCC2)cc1	5.4%	-8.2%	3.2	4.2%	-1.9%	1.2%	5.1%	-9.0%	3.1%	-1.6%
CCc1ccc(N2C(=O)CN(Cc3cc(OC)c(OC)c(OC)c3)C2=S)cc1	8.5%	-4.6%	-1.0	-4.2%[46.1 µM]	1.3%	-3.4%	3.7%	-28.4%	0.4%	17.3%
CCC(C)(C)NC(=O)C(c1ccc(OC)cc1)N(C(=O)CCC(=O)Nc1cc(C)on1)c1cccc(F)c1 (stereo not drawn)	-23.9%	-2.6%	-6.7	5.2%	-2.0%	-4.2%	8.7%	6.7%	3.9%	4.2%
O=C(Nc1ccc2c(c1)OCCO2)C1c2ccccc2C(=O)N2CCc3ccccc3C12 (stereo not drawn)	1.5%	1.2%	-7.6	2.4%	-5.5%	-2.2%	-3.3%	-7.5%	16.1%	17.6%
CC[n+]1c(/C=C2\C=C(C)CC(C)(C)C2)sc2ccccc21	-10.5%	-11.0%	-15.8	/	-3.7%	-1.0%	-1.6%	-54.8%[inhibitor]	-8.8%	2.3%
COc1ccc(C(=O)NCCCN2CCOCC2)cc1S(=O)(=O)N1CCCc2ccccc21	-12.7%	0.3%	0.2	-8.3%	0.0%	0.9%	-4.6%	-2.8%	-0.1%	-4.5%
Cc1noc(NS(=O)(=O)c2ccc(NC(=O)c3nn(-c4ccc(F)cc4)ccc3=O)cc2)c1C	/	?	1.1	0.5%	-1.4%	-0.4%	-0.5%	1.5%	-7.1%	9.8%
CC(C)CC1Nc2ccc(C(=O)NCCCN3CCOCC3)cc2NC1=O (stereo not drawn)	-24.2%	9.1%	6.3	8.3%	-3.1%	43.6%[activator]	-1.0%	-19.0%	-1.1%	-1.9%
CN(C(=O)CC(NC(=O)c1ccccc1)(c1ccccc1)c1ccccc1)c1ccccc1	-19.9%	-1.9%	-3.4	-13.2%	-0.4%	-2.9%	8.5%	6.1%	2.3%	9.2%
CC(=O)Nc1ccc2nc(NC(=O)CS(=O)(=O)c3ccccc3)sc2c1	/	/	-6.2	11.8%	-0.5%	-2.0%	6.0%	-4.4%	-1.3%	/
NS(=O)(=O)c1ccc(CCNC(=O)C2CCCO2)cc1 (stereo not drawn)	1.5%	-4.3%	6.7	5.6%	-4.6%	2.8%	1.4%	0.8%	-12.2%	-18.7%
CCn1c(=O)n(CC(=O)Nc2cccc(OC)c2)c(=O)c2ccccc21	2.0%	-8.1%	-6.9	-1.0%	1.1%	-1.9%	1.2%	27.8%	-7.6%	-6.9%
COc1ccc(/C=N/NC(=O)c2cccc(Br)c2)cc1Cn1cc(Cl)cn1	19.3%	9.3%	13.0	9.8%	-4.7%	-11.2%	1.6%	8.9%	-7.0%	32.6%[activator]
O=[N+]([O-])c1cccc(C=NNc2ccc3ccccc3n2)c1O	/	/	/	0.1%	-2.7%	-9.7%	/	-13.8%	/	/
COC(=O)c1sc(-c2ccccc2)cc1NC(=O)c1ccc(OC)cc1	-4.9%	9.9%	-1.4	3.0%[46.1 µM]	-0.5%	6.5%	-1.4%	?	14.2%	12.5%
CCOC(=O)c1cnn(C)c1NC(=O)c1ccc([N+](=O)[O-])cc1	-0.6%	?	16.4	1.1%	-4.3%	30.9%	1.9%	-11.1%	7.2%	1.9%
Cc1ccc(/C=C(\NC(=O)c2ccccc2)C(=O)NC2CCN(Cc3ccccc3)CC2)o1	/	12.4%	2.2	-6.0%	0.4%	-1.8%	0.7%	-7.4%	9.5%	3.5%
Cc1nccn1CC(=O)N/N=C/c1cc(Br)cs1	/	?	3.5	2.4%	-1.1%	0.6%	1.0%	1.1%	0.0%	-8.7%
CCC(C)N(C(=O)CSc1nc(C)nc2ccccc12)C1CCS(=O)(=O)C1 (stereo not drawn)	/	/	-1.7	-2.9%	-1.5%	-2.3%	2.1%	-40.7%	3.7%	/
Cc1ccc(C)c(NC(=O)COc2coc(CN3CCc4ccccc4C3)cc2=O)c1	/	/	-24.2	-3.1%	-2.5%	-1.7%	2.7%	-14.0%	12.0%	/
Cc1cc2cc(CNC(=O)c3ccc(Br)o3)ccc2n1C	/	?	2.5	-6.5%	-9.2%	0.9%	7.5%	-10.0%	10.8%	10.6%
CC(=O)N1CC2(NC(=O)c3ccccc3N2)c2ccccc21 (stereo not drawn)	-4.1%	-0.7%	-0.8	0.7%	-0.3%	198.8%[activator]	0.4%	13.8%	3.5%	-0.4%

Rewritten as labelled records: part of the list above.
CC(C)(C)c1ccc(C(=O)N2CCC(=O)N(C(COCc3ccccc3)Cc3ccccc3)CC2)cc1 (stereo not drawn)
  Menin-MLL TR inh = ?	MBNL1-CUG inh = -23.7%	TSHR antag = 6.7	TCR act = -0.5%	PTAP TSG101 blk = -7.3%	ASM inhibitor = -1.3%	Mito fusion yeast = ?	a7 integrin act = -43.4%	A-T KAP1 phos = 16.2%	CXXC DNA block = -0.9%
CC(C)n1cc(-c2ccc(Cl)cc2)cc(C#N)c1=O
  Menin-MLL TR inh = 4.4%	MBNL1-CUG inh = 6.6%	TSHR antag = -3.1	TCR act = 10.6%	PTAP TSG101 blk = -6.3%	ASM inhibitor = 8.7%	Mito fusion yeast = 1.5%	a7 integrin act = 22.8%	A-T KAP1 phos = /	CXXC DNA block = -3.2%

High-throughput results as filed in PubChem BioAssay.

The list is partial; count on the stated rates, not on these rows.
